# Compound activity (PubChem)
# SKKanGAS inh: SKKanGAS growth inhibition; S. pyogenes SKKanGAS, kanamycin growth, BacTiter-Glo, 6 h; inhibition, % at 7.5 µM; 300,000 tested, 1.3% active;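 active = mean replicate score, as percent of positive control median, at least 50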;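 also: strain carries kanamycin resistance gene driven by streptokinase promoter and grows in 40 µg/ml kanamycin; loss of luminescence reflects streptokinase promoter inhibition or plain growth inhibition; 0% = median of DMSO wells and 100% = positive control at its reference dose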
# RGS4 inh: inhibitors of human RGS4; P49798; HEK293 M3R/RGS4 inducible, Fluo-4 calcium flux; stronger effect = higher value; triggered by carbachol at its EC20; B-score at 10 µM; 310,000 tested, 0.45% active;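 active = B-score, a plate-corrected calcium signal, over three deviations above library mean, with baseline fluorescence within five deviations of library mean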;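 also: RGS4 expression induced by doxycycline in cells with stable M3 receptor; B-score is computed from the integrated fluorescence ratio over baseline after carbachol; higher B-score means a larger calcium signal and so more RGS4 inhibition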
# Target sequence (P49798 whole entry, looked up): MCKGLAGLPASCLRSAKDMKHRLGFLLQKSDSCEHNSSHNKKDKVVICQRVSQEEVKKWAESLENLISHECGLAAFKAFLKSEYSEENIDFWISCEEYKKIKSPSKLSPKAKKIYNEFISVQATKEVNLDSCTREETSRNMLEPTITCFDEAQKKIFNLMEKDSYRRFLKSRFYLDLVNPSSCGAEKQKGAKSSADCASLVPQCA
# TRPC6 inh: mouse TRPC6 channel inhibition; Q61143; HEK293-TRPC6, membrane potential dye, ACh-evoked depolarization; stronger effect = lower value; 310,000 tested, 1.1% active; B-score at 10 µM;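 active = B-score under library mean minus 3 SD, initial fluorescence not abnormally high, positive integrated signal ratio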;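 also: B-score derived from integrated fluorescence ratio over the kinetic read; more negative B-score means stronger inhibition of depolarization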
# TMEM16A inh: blocks the mouse calcium-activated chloride channel TMEM16A | Q8BHY3 | HEK293 TMEM16A/YFP iodide influx fluorescence, ionomycin | normalized B-score (activity score, 25-100; higher = stronger inhibition) at 10 µM | 310,000 tested, 1.2% active | AID 588511;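 active = ratio plate-corrected score three or more library SD toward inhibition, starting fluorescence score within five deviations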;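 also: score derived from kinetic fluorescence span divided by baseline fluorescence per well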
# ANO1 activ: activators or potentiators of mouse TMEM16A chloride channel | Q8BHY3 | AID 623877 | B-score at 10 µM | 340,000 tested, 0.3% active | HEK293 TMEM16A/YFP-H148Q/I152L, iodide quench fluorescence; stronger effect = lower value;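 active = fluorescence-ratio B-score plate-corrected deviation score at least 3 library SD below zero, with starting fluorescence score within 5 deviations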;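 also: channel opened by trigger with iodide after compound preincubation; score built on the fluorescence ratio of max minus min over baseline; more negative score means more quench and so TMEM16A activation or potentiation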
# TRPC6 activator: mouse TRPC6 channel activation. B-score at 10 µM. HEK293-TRPC6 membrane potential dye fluorescence; stronger effect = higher value. Q61143. 310,000 tested, 0.13% active;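 active = B-score of the integrated fluorescence ratio above library mean plus 3 SD, and starting fluorescence ratio within library mean plus 5 SD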;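 also: higher score means more depolarization so channel activation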
# RGS4 pot: potentiators or activators of RGS4. 310,000 tested, 0.92% active. HEK293 M3R/inducible RGS4, carbachol calcium flux Fluo4; stronger effect = lower value. B-score at 10 µM. AID 463111;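 active = B-score of the integrated calcium signal more than 4 SD below the library mean, with starting fluorescence not abnormally high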;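 also: negative B-score means reduced calcium response which marks RGS4 activation or potentiation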
#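 System: HEK293 FlpIn-TREx cells, stable M3R, doxycycline-inducible RGS4. Timing: overnight RGS4 induction, 30 min dye load 37 °C, 20 min compound RT. Also added: carbachol, ECmax concentration. Measured by: Fluo4 fluorescence kinetic imaging of calcium. Evaluation: integrated calcium ratio converted to B score.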
# MrgX1 ag: agonists of human MrgX1 receptor; Q96LB2; MrgX1-HEK293 cells, Fluo-4 calcium fluorescence, agonist mode; stronger effect = higher value; B-score at 10 µM; 310,000 tested, 0.44% active; AID 588627;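 active = calcium response B-score plate-corrected fluorescence ratio at least 3 library SD, with starting fluorescence B-score inside 5 SD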
# Target sequence (Q96LB2 whole entry, looked up): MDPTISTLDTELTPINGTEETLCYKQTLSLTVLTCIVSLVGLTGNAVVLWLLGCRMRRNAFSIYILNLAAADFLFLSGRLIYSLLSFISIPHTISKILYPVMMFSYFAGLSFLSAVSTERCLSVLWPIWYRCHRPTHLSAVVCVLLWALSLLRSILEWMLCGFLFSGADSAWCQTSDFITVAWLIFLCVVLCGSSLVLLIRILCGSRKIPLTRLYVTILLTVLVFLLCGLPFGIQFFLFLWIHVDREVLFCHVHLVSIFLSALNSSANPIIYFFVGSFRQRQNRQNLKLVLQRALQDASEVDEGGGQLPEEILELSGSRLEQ
#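 Material: MrgX1-expressing HEK293 cells; input: 15,000 cells per well; doses: test compound given as first of three sequential additions; schedule: overnight plating before 1 h dye loading; technique: Fluo-4 NW calcium-flux fluorescence, kinetic read; evaluation: baseline-normalised fluorescence change ratio, B-scored; control set: plate-wise positive and negative controls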
# MrgX1 antag: antagonists of human MrgX1 receptor; B-score at 10 µM; Q96LB2; 310,000 tested, 1.3% active; MRGX1-HEK293 calcium flux, Fluo-4, BAM8-22 antagonism; stronger effect = lower value;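 active = calcium-response B-score plate-corrected more than 3 library SD below zero, starting fluorescence within 5 deviations, no agonist response on first addition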;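 also: peak minus trough fluorescence over baseline after final BAM8-22 challenge near maximal dose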
# HDAC3 inhib: human HDAC3 inhibition; inhibition, % at 8.3 µM; 320,000 tested, 0.15% active; AID 2718; recombinant HDAC3, fluorogenic peptide/trypsin coupled, fluorescence; in the data active = inhibition above about 26%, passing the limit was not always enough
# Target sequence (O15379 whole entry, looked up): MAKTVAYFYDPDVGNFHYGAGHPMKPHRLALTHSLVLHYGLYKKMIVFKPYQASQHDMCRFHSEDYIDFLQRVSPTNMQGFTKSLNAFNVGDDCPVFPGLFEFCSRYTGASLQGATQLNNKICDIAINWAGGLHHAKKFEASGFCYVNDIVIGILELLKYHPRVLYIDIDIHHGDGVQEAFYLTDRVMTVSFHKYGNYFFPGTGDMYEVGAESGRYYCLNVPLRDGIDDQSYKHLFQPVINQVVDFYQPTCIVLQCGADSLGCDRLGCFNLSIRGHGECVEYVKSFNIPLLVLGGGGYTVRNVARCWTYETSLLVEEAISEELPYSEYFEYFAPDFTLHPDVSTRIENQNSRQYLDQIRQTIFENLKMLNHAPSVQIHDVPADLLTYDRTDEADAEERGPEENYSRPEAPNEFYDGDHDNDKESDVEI
# MrgX1 allo act: human MrgX1 positive allosteric modulation, primary screen | 310,000 tested, 0.63% active | B-score at 10 µM | MrgX1-HEK293, Fluo-4 calcium flux, FDSS; stronger effect = higher value | AID 588675;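 active = plate-corrected calcium response at least 3 library SD above typical, normal starting fluorescence, not activating the receptor alone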;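 also: compound read alongside a low EC10 to EC30 dose of BAM8-22 agonist; peak minus trough fluorescence over baseline measured at the second addition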
# An asterisk follows results filed as active; i = inactive; x = no result given.
SMILES,SKKanGAS inh,RGS4 inh,TRPC6 inh,TMEM16A inh,ANO1 activ,TRPC6 activator,RGS4 pot,MrgX1 ag,MrgX1 antag,HDAC3 inhib,MrgX1 allo act
CC(C)CCNC(=O)C(c1ccc(O)cc1)N(Cc1cccs1)C(=O)C1COc2ccccc2O1 (stereo unspecified),15,i,i,i,i,i,i,i,i,20,i
O=C1Nc2ccccc2C1C(C[N+](=O)[O-])c1ccccc1 (stereo unspecified),-3,i,i,i,i,i,i,i,i,-7,i
COc1cccc(CNC(=S)Nc2ccc(Cl)cc2C)c1,3,i,i,i,i,i,i,i,i,-3,i
CCCOC(=O)c1ccc(NC(=O)c2ccccc2OC)cc1,-4,i,i,i,i,i,i,i,i,4,i
CC(C)[C@H](NC(=O)N1CC(=O)Nc2ccccc21)C(=O)Nc1nccs1,5,i,i,i,i,i,i,i,i,-4,i
COc1ccc(S(=O)(=O)NC2CC(=O)N(c3ccc4c(c3)OCCO4)C2)cc1 (stereo unspecified),28,i,i,i,i,i,i,i,i,-10,i
Cc1cccc(C)c1OCC(C)N (stereo unspecified),0,i,i,i,i,i,i,i,i,-5,i
CS(=O)(=O)C1=NN2C(=N)/C(=C\c3ccc(OC(=O)c4ccco4)cc3)C(=O)N=C2S1,4,i,i,i,i,i,i,i,i,7,12*
O=C(CN1CCN(C(c2ccccc2)c2ccccc2)CC1)N1N=CCC1c1ccccc1 (stereo unspecified),3,i,i,i,i,i,i,i,i,1,i
O=C(C[n+]1ccc(C(=O)N/N=C/c2ccc(O)cc2)cc1)c1ccccc1,7,i,i,i,i,i,i,i,i,2,i
COCCCn1c(SCC(=O)N2CCOCC2)nc2ccccc2c1=O,1,i,i,i,i,i,i,i,i,7,i
Cc1occc1C(=O)N1N=C(C2CC2)CC1(O)C(F)(F)F (stereo unspecified),2,i,i,i,i,i,i,i,i,-12,i
O=C(O)CCC(=O)N1CCc2cc(S(=O)(=O)NCc3cccs3)ccc21,-1,i,i,i,i,i,i,i,i,-7,i
CC1CCCN(Cc2nc3c(c(=O)n(C)c(=O)n3C)n2CCc2ccccc2)C1 (stereo unspecified),-12,i,i,i,i,i,i,i,i,4,i
COCCNS(=O)(=O)c1ccccc1,-7,i,i,i,i,i,i,i,i,1,i
CN(CCCCOc1ccc(F)cc1)Cc1ccccc1,0,i,i,i,i,i,i,i,i,1,i
Cn1c(C(=O)O)cc2c(=O)n3ccccc3nc21,-6,i,i,i,i,i,i,i,i,-106,i
COc1ccc(N2CCN(C(=O)[C@H](Cc3c[nH]c4ccccc34)NC(C)=O)CC2)cc1,5,i,i,i,i,i,i,i,i,-6,i
CC(C)c1ccc(-c2nnn(Cc3nc4ccccc4s3)n2)cc1,33,i,i,i,i,i,i,i,i,0,i
CSc1nsc(SCC(=O)Nc2ccccc2F)n1,-3,i,i,i,i,i,i,i,i,-4,i
CCN1CCN(CCNC(=O)c2cn(Cc3ccccc3F)nn2)CC1,x,x,x,i,i,x,x,i,i,3,i
O=S(=O)(Nc1nc2ccccc2nc1Cl)c1ccccc1,2,i,i,i,i,i,i,i,i,8,i
Cc1ccc(-c2nnc(SCC(=O)N3CC(C)CC(C)C3)o2)cc1C (stereo unspecified),4,i,i,i,i,i,i,i,i,7,i
COc1cccc(NC(=O)CN(C)C(=O)c2ccccc2OCc2c(C)noc2C)c1,-3,i,i,i,i,i,i,i,i,-3,i
COc1cc(-c2nc3cnccn3c2Nc2c(C)cccc2C)ccc1O,2,i,i,i,i,i,i,i,i,-3,i
O=C(CCN1CCN(c2ccc(Cl)cc2)CC1)Nc1ccccc1F,11,i,i,i,i,i,i,i,i,-1,i
O=C(NCCO[N+](=O)[O-])c1cccnc1,-5,i,i,i,i,i,i,i,i,-1,i
O=C(Nc1cc(S(=O)(=O)N2CCOCC2)ccc1-n1cncn1)c1ccc(Cl)cc1,-12,i,i,i,i,i,i,i,i,x,i
CN(C)c1ccc(NC2=C(Cl)C(=O)c3ccccc3C2=O)cc1,x,i,i,i,i,i,i,i,i,10,i
COc1ccc(NC(=O)c2c(Nc3ccccc3)sc(C(=O)c3ccc(F)cc3)c2N)cc1,-2,i,i,100*,i,i,i,i,i,-10,i
O=C(CSc1n[nH]c(=O)n1C1CC1)Nc1ccccc1,-4,i,i,i,i,i,i,i,i,9,i
O=C1c2ccccc2S(=O)(=O)N1CC1CC(c2ccc(Cl)cc2)=NO1 (stereo unspecified),-5,i,i,i,i,i,i,i,i,0,i
O=C(Nc1ccc(S(=O)(=O)N2CCCCC2)cc1)c1ccccc1Cl,2,i,i,i,i,i,i,i,i,x,i
Cc1ccc(CNS(=O)(=O)c2c(C)[nH]c(=O)[nH]c2=O)cc1,0,i,i,i,i,i,i,i,i,-6,i
O=C(N/N=C/c1cccc(C(F)(F)F)c1)c1cc2c(s1)-c1ccccc1CC2,10,i,i,i,i,i,i,i,-7.8*,5,i
CC(=O)c1c(O)cc(=O)oc1-c1ccc(C)cc1,8,i,i,i,i,i,i,i,i,10,i
CCOC(=O)N1CCC(NC(=O)c2ccc(CS(=O)c3cccc(C)c3)o2)CC1 (stereo unspecified),19,i,i,i,i,i,i,i,i,-1,i
Cc1cccc(-n2cc[nH]c2=S)c1C,-9,i,i,i,i,i,i,i,i,-3,i
O=C(c1cccnc1)N1CCN(c2c(Cl)cccc2[N+](=O)[O-])CC1,-10,i,i,i,i,i,i,i,i,1,i
COc1ccc(C(=O)CSc2nnc(CNC(=O)c3ccccc3)n2C)cc1,8,i,i,i,i,i,i,i,i,3,i

# Not a retest: entries from further up.
SMILES,SKKanGAS inh,RGS4 inh,TRPC6 inh,TMEM16A inh,ANO1 activ,TRPC6 activator,RGS4 pot,MrgX1 ag,MrgX1 antag,HDAC3 inhib,MrgX1 allo act
CN(C)c1ccc(NC2=C(Cl)C(=O)c3ccccc3C2=O)cc1,x,i,i,i,i,i,i,i,i,10,i
COc1ccc(NC(=O)c2c(Nc3ccccc3)sc(C(=O)c3ccc(F)cc3)c2N)cc1,-2,i,i,100*,i,i,i,i,i,-10,i

# Later entries.
SMILES,SKKanGAS inh,RGS4 inh,TRPC6 inh,TMEM16A inh,ANO1 activ,TRPC6 activator,RGS4 pot,MrgX1 ag,MrgX1 antag,HDAC3 inhib,MrgX1 allo act
CCN(CC)C(=O)CSc1nc2c(sc(=S)n2-c2ccccc2)c(=O)n1-c1ccccc1OC,-2,i,i,x,i,i,i,x,x,x,x
Cc1cc(NS(=O)(=O)c2ccc(NC(=S)NC(=O)c3ccc(Br)cc3)cc2)no1,9,i,i,i,i,i,i,i,i,x,i
O=C(Nc1ccccc1)c1ccc(S(=O)(=O)NCC2CCCO2)cc1 (stereo unspecified),0,i,i,i,i,i,i,i,i,-1,i
Cc1sc2nc(SCc3nc4ccccc4[nH]3)n(Cc3ccco3)c(=O)c2c1C,24,i,i,i,i,i,i,i,i,4,i
Cc1ccc2cc(CN(Cc3ccco3)C(=S)NCC3CCCO3)c(=O)[nH]c2c1C (stereo unspecified),-2,i,i,i,i,i,i,i,i,-9,i
CCn1c2c(c(=N)c3ccccc31)CCC2,25,i,-11*,i,i,i,i,i,i,-5,i
CC(C)C(=O)Nc1ccc(NC(=O)c2ccc(COc3ccccc3)cc2)cc1,1,i,i,i,i,i,i,i,i,-4,i
CCNC(=S)NS(=O)(=O)c1ccccc1,7,i,i,i,i,i,i,i,i,6,i
Cc1ccc(NC2=NC(c3ccc(F)cc3)n3c(nc(C)cc3=O)N2)c(C)c1 (stereo unspecified),0,i,i,i,i,i,i,i,i,-1,i
O=C(CSCc1ccc(F)cc1)NCc1ccco1,2,i,i,i,i,i,i,i,i,2,i
Cn1c(=O)c2c(nc(CN3CCN(c4ccccc4F)CC3)n2CCCc2ccccc2)n(C)c1=O,9,i,i,i,i,i,i,i,i,-6,i
O=C(Cn1c(=O)[nH]c2ccccc2c1=O)Nc1cccnc1,4,i,i,i,i,i,i,i,i,-3,i
O=C1CC(Cc2ccccc2)C(=O)N1c1ccccn1 (stereo unspecified),1,i,i,i,i,i,i,i,i,-1,i
N#C/C(=C\c1ccc[nH]1)S(=O)(=O)c1ccccc1,1,i,i,i,i,i,i,i,i,4,i
COc1ccc(OC(C)C(=O)N2CCC(C)CC2)cc1 (stereo unspecified),-3,i,i,i,i,i,i,i,i,-9,i
COc1ccccc1NC(=O)C(C)OC(=O)c1nc2nc(C)cc(C)n2n1 (stereo unspecified),5,i,i,i,i,i,i,i,i,x,i
Cc1nc(NC(=O)CC(C)C)sc1-c1csc(Nc2ccc(Cl)cc2)n1,14,i,i,i,i,i,i,i,i,2,i
O=C(Nc1ccc(Br)cc1)NC1CCCCCCC1,23,i,i,i,i,i,i,i,i,-7,i
Cc1cc(N2CCN(C/C=C/c3ccccc3)CC2)n2ncnc2n1,-6,i,i,i,i,i,i,i,i,-5,i
Cc1ccc2cc(C)c(SCC(=O)NCC3CCCO3)nc2c1 (stereo unspecified),-6,i,i,i,i,i,i,i,i,4,i
N=c1c2c(ncn1CCCO)Oc1ccc3ccccc3c1C2c1ccccc1 (stereo unspecified),6,i,i,i,i,i,i,i,i,8,i
COc1ccc(C=O)cc1Cn1c(C)cc(C)c(C#N)c1=O,-1,i,i,i,i,i,i,i,i,0,i
O=S(=O)(NCc1ccccc1)c1cccc2nonc12,-6,i,i,i,i,i,i,i,i,3,i
CN(C(=O)CSc1ncccn1)C1CCS(=O)(=O)C1 (stereo unspecified),-9,i,i,i,i,i,i,i,i,-8,i
CCC(CCC(=O)Nc1cccc([N+](=O)[O-])c1)C(=O)O (stereo unspecified),2,i,i,i,i,i,i,i,i,2,i
COc1ccc(C(c2nnnn2CCc2ccccc2)N2CCN(C3CCCC3)CC2)cc1 (stereo unspecified),1,i,i,i,i,i,i,i,i,-2,i
Cc1ccc(C)c(NC(=O)c2nnn(Cc3ccccc3C)c2N)c1,10,i,i,i,i,i,i,i,i,-4,i
O=C(CNC(=O)c1ccco1)N=Nc1c(O)[nH]c2ccc(Br)cc12,3,i,i,i,i,i,i,i,i,-1,i
CNC(=O)c1[nH]cnc1C(=O)N[C@@H](CC(C)C)C(=O)OCc1ccccc1,2,i,i,25*,i,i,i,i,i,1,i
O=C1CC(=O)N(Cc2cccs2)C(=O)N1,2,i,i,i,i,i,i,i,i,2,i
